Shn3 inh set2 = reduction of Shn3 3'UTR firefly luciferase signal, primary screen, Schnurri-3 inhibitor project, cell-based, Clone20 osteoblasts, set 2; 360,000 tested, 0.52% active; Clone20 osteoblast Shn3 3'UTR firefly luciferase, 24 h; inhibition, % at 12.5 µM; AID 588674, 2011;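 active = mean inhibition of at least 75% with every replicate also reaching 75%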;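 note: 0% = median of neutral control wells and 100% = pilot-screen positive control compound; some compounds past the cut are filed as inactive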
iPSC survival up = enhancers of single-cell hiPSC survival, primary screen, ATPlite luminescence; 100% = ROCK inhibitor wells, 0% = DMSO; survival enhancement, % at 20 µM; 360,000 tested, 0.044% active; AID 602274, 2012; in the data active = survival enhancement above about 18%;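 note: cells exposed to compounds for 16 hours before the ATP read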
CF NFkB block = inhibitors of PAF-induced NF-kB signaling, primary screen, cell-based, GFP fluorescence, uHTS; inhibition, % at 5 µM; KKLEB NF-kB-GFP reporter, GFP fluorescence overnight; 360,000 tested, 0.86% active; AID 588850, 2011;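 active = at least 50% inhibition at 5 µM, scaled per plate between neutral and stimulator controls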;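 note: PAF is a Pseudomonas aeruginosa culture filtrate used as stimulus; plate controls were PAF-stimulated DMSO wells for no effect and unstimulated DMSO wells for full effect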
HIF-2a inh = HIF-2a reporter inhibitors, primary screen, luminescence, 786-0 RCC cells | inhibition, % at 18.8 µM | 360,000 tested, 0.72% active | 786-0 RCC cells HIF-2a reporter, luciferase luminescence, overnight | AID 624352, 2012;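 active = inhibition of the luminescence signal of 40% or more relative to plate controls, in a single-dose primary screen at 18.75 µM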
MITF TRPM1 inh = inhibitors of MITF-dependent TRPM1 promoter reporter, primary screen, cell-based, SK-MEL-5, single point, luciferase. SK-MEL-5 TRPM1 promoter luciferase, 24 h. inhibition, % at 12.5 µM. 330,000 tested, 0.83% active;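 active = mean inhibition across replicates of 60% or more, whatever share of single replicates reaches that level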; note: values of inactives mirror those of a sister screen read the other way
KKLEB tox = cytotoxicity in KKLEB CF airway cells, primary screen, cytotoxicity control for CF NF-kB inhibitor project, cell-based, uHTS, fluorescence assay plates; KKLEB CF airway cells viability, ATPlite luminescence, overnight; active compounds read low; cells stimulated with P. aeruginosa culture filtrate; activity change (cytotoxicity), % at 5 µM; 360,000 tested, 0.36% active; AID 602141, 2011;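 active = corrected activity change at or below -50% at 5 µM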
EBV LMP1 NFkB = EBV LMP1-driven NF-kappaB luciferase reporter inhibitors, primary screen, cell-based, luminescence, single point | inhibition, % at 12.5 µM | 350,000 tested, 0.69% active | LMP1-induced NF-kappaB luciferase reporter cells; in the data active = inhibition above about 41%;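 note: 0% = neutral control wells and 100% = reference inhibitor control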
NR2E3 ag-1 = NR2E3 agonists in two-hybrid cells, primary screen, cell-based, luminescence, CHO-S, Gal4-NCOR/VP16-NR2E3 | Photoreceptor-specific nuclear receptor (Homo sapiens), Q9Y5X4 | luciferase | inhibition of corepressor binding, % at 3.98 µM | 360,000 tested, 0.35% active | AID 602229, 2012;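 active = inhibition above the mean of all tested compounds plus 3 SD, cut at about 70% in these data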;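 note: 0% = DMSO with NR2E3 transfected cells and 100% = cells lacking NR2E3 construct; higher means lower luciferase signal from less NR2E3 corepressor binding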
Target sequence (Q9Y5X4 whole entry, looked up, the tested form may be a part): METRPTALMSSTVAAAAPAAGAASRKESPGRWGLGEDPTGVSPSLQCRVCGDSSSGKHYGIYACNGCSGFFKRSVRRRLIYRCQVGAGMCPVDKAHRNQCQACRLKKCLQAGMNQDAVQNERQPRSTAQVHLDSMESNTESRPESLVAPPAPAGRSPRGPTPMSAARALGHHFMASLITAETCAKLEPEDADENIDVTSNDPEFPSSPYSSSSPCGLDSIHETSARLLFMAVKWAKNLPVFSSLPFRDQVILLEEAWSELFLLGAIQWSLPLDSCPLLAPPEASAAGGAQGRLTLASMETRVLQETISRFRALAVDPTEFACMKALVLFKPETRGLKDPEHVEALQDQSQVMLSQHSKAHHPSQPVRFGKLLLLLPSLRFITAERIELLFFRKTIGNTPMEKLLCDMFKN
NR2E3 ag-2 = inhibitors of NR2E3-RetCOR corepressor binding, primary screen, NR2E3 agonist project, biochemical, TR-FRET, GST-NR2E3, biotin-RetCOR | Photoreceptor-specific nuclear receptor (Homo sapiens), Q9Y5X4 | 1536-well | inhibition of corepressor binding, % at 4.78 µM | 320,000 tested, 0.12% active | AID 2300, 2010;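 active = percent inhibition above the cutoff of mean plus 3 SD of all tested compounds, set per screening campaign, cut at about 20% in these data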;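 note: 0% = DMSO wells and 100% = biotin wells as full block of FRET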
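Test system – NR2E3–RetCOR corepressor complex · Quantity – NR2E3 fusion 1.35 nM · Buffer or medium – Tris pH 7.5 · Incubation – Compound–protein incubation for 5 h at 4 °C · Technique – TR-FRET, Eu(K)-anti-GST donor, streptavidin-D2 acceptor, ex 340, em 617/671 nm · Evaluation – percent inhibition of 671/617 nm emission ratio versus biotin and DMSO controls · Plate – 1536-well format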
Peg3 promoter = Peg3 promoter-driven luciferase inhibitors, primary screen, cell-based, HeLa, luciferase luminescence; inhibition, % at 20 µM; 360,000 tested, 1.7% active; HeLa PEG-Prom luciferase reporter, overnight;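 active = inhibition of at least 50% at 20 µM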
C8 TRAIL sens = viability loss with TRAIL in NB7+C8 cells, primary screen, TRAIL sensitizer project, cell-based, ATPlite luminescence; inhibition (viability loss, TRAIL sensitization), % at 10 µM; 360,000 tested, 1% active; AID 624354, 2012;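 active = compounds causing at least 50% loss of cell viability in the single-dose screen, relative to plate controls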
* = called active by the depositor; · = not tested or not shown. Only part of the results is shown (hit frequency here may not be typical).

SMILES | Shn3 inh set2 | iPSC survival up | CF NFkB block | HIF-2a inh | MITF TRPM1 inh | KKLEB tox | EBV LMP1 NFkB | NR2E3 ag-1 | NR2E3 ag-2 | Peg3 promoter | C8 TRAIL sens
CC(/C=C/c1cccc([N+](=O)[O-])c1)=N\NC(=O)c1ccncc1 | -15.3 | -3.2 | -15.8 | 16.2 | 12.2 | 2.6 | -6.8 | 9.4 | -2.4 | 9.7 | 3.6
CC1SCC(=O)N(CC(=O)NC2CCCCC2)C1=O (centres undefined) | -12.5 | -0.7 | -1.4 | 18.3 | 8.7 | -1.6 | 2.0 | -2.8 | -1.0 | 1.4 | -36.4
O=C(CCN1C(=O)c2ccccc2C1=O)N(CCO)Cc1ccccc1 | -89.7 | 3.5 | -2.9 | 21.4 | 0.0 | 10.4 | 5.9 | -2.5 | · | 7.4 | 5.9
N#Cc1csc(CCNC(=O)c2ccccc2)n1 | -10.5 | 1.6 | -15.7 | -7.9 | · | -1.2 | -10.1 | -11.2 | · | -13.3 | -5.5
Cc1cc(C)c(NC(=O)COC(=O)c2nc3nccc(C)n3n2)c(Cl)c1 | -9.3 | -0.4 | -6.1 | 1.3 | 1.3 | 16.4 | -0.9 | -34.7 | 0.1 | -2.0 | 0.7
CCc1cccc(N=c2c([N+](=O)[O-])nn(-c3ccc(Cl)cc3)n2O)c1 | -6.4 | -0.6 | -2.3 | -93.4 | 5.7 | 23.2 | 7.1 | 10.7 | 3.3 | -19.8 | 2.6
CC(=O)N(C)c1ccc(N=Cc2c(O)ccc3ccccc23)cc1 | 1.7 | -0.6 | 6.8 | 11.5 | -4.4 | 1.7 | 2.6 | -11.6 | 2.6 | 13.6 | 0.0
Cc1ccc(CC(NC(=O)c2ccccc2)C(=O)NCC(=O)O)cc1 (centres undefined) | 8.8 | 0.5 | -2.9 | 0.5 | 8.1 | -0.7 | 2.2 | 5.0 | -1.9 | 1.6 | 5.5
CCN(C(=O)COC(=O)/C=C/c1ccc(OC(F)F)c(OC)c1)C1CCS(=O)(=O)C1 (centres undefined) | -12.3 | -3.6 | -3.4 | 3.4 | 2.4 | 7.5 | 1.4 | -33.4 | -0.9 | 11.8 | -7.5
Cc1cccc(NC(=O)C(=O)NCc2ccc3c(c2)OCO3)c1C | -5.7 | -1.1 | 3.6 | -8.3 | 7.6 | -28.1 | 2.1 | -20.8 | -0.6 | -18.2 | -1.2
CCCCCCCCCCSc1n[nH]c(NC(C)=O)n1 | 13.6 | 0.3 | 26.5 | -1.3 | -3.5 | -18.9 | -3.1 | -5.9 | -0.9 | -2.4 | -7.2
O=C(COC(=O)c1cccnc1Cl)NC1CCCCC1 | -0.8 | 0.2 | -8.9 | 10.4 | -2.2 | -4.3 | -4.6 | -9.4 | · | 7.3 | 16.4
CCN(CC)S(=O)(=O)c1cccc(NC(=O)COc2ccc(C#N)cc2OC)c1 | 17.0 | -0.7 | -12.5 | 11.6 | 0.5 | 1.3 | 5.5 | 12.3 | -1.6 | 15.7 | 6.6
CCCC(c1nnnn1CC(=O)OCC)N(Cc1cc2ccc(C)cc2[nH]c1=O)C1CCCC1 (centres undefined) | 4.4 | -1.9 | 7.9 | 13.7 | 3.7 | -4.4 | 0.6 | 12.2 | -0.4 | 3.1 | 3.0
CN(C1CCCCC1)S(=O)(=O)c1ccc(NC(=S)NC(=O)c2cccs2)cc1 | 21.9 | -1.3 | -2.8 | 26.8 | -0.6 | 1.3 | -2.2 | -9.6 | -4.9 | 23.5 | 12.5
CCC(=O)NS(=O)(=O)c1ccc(N=NN2CCCCC2)cc1 | -1.2 | -1.8 | 7.1 | -2.9 | -2.9 | -2.9 | -45.7 | -12.3 | -0.6 | -15.8 | 0.9
Cc1ccc(C)c(S(=O)(=O)N2CCCC2CNC(=O)C(=O)NCCc2ccccc2)c1 (centres undefined) | 13.7 | -0.5 | 7.5 | 8.6 | -2.4 | -8.2 | 3.8 | -5.0 | -2.9 | 28.8 | 15.7
C=CCNc1cnn(-c2ccc(C)cc2)c(=O)c1Sc1ccc(C)cc1 | 38.4 | 4.2 | 12.8 | 9.6 | -1.5 | 13.5 | -2.7 | -7.9 | 0.2 | 20.6 | -4.3
Cc1sc2ncnc(N3CCC(C(=O)Nc4cc(C(F)(F)F)ccc4OCC(F)(F)F)CC3)c2c1C | 76.5 | -0.5 | 44.7 | 9.9 | 8.6 | -15.6 | 9.0 | -1.4 | · | 26.8 | 24.9
COC(=O)Nc1nnc(-c2ccccc2Cl)s1 | -64.0 | -2.1 | 3.3 | -236.7 | -84.2 | -1.8 | -4.8 | -126.9 | 3.1 | -179.8 | 36.2
CN(C)c1nc2c(c(=O)[nH]c(=O)n2C)n1Cc1ccccc1Br | -8.4 | 0.4 | -15.2 | 10.3 | 5.9 | -7.5 | 5.2 | -17.1 | 2.0 | -5.7 | -8.0
COC(=O)C1=C(C)N(CC2CCCO2)C(=O)C1 (centres undefined) | 13.9 | -0.6 | 17.3 | 10.4 | -4.2 | -12.3 | -11.0 | -16.1 | -3.1 | 12.5 | -10.4
COc1cccc(N2CCN(CC(=O)Nc3ccccc3C(=O)NCc3ccccc3)CC2)c1 | 15.2 | -0.5 | -6.5 | 25.3 | 4.0 | -12.0 | -3.3 | -0.8 | -1.7 | 57.2* | 6.2
CCCCNC(=O)CSc1nc2cc3c(cc2c(=O)n1CCC(=O)NCCc1ccc(OC)c(OC)c1)OCO3 | 15.2 | 0.6 | 3.4 | 23.3 | -2.3 | -12.3 | -5.8 | -6.8 | -0.4 | 20.9 | -2.2
COc1ccccc1NC(=O)CCSc1nnc(-c2ccco2)o1 | -6.5 | 0.4 | -4.2 | 15.8 | 5.9 | -0.2 | 0.6 | -6.8 | -0.7 | 1.4 | 4.6
COCCn1c(=N)c(C(=O)NCc2ccco2)cc2c(=O)n3ccccc3nc21 | -2.8 | 0.4 | -12.4 | 10.4 | 14.4 | -0.3 | 7.4 | -0.4 | 1.0 | 9.6 | 3.9
O=C(O)c1cccc(NC(=S)NC(=O)c2ccncc2)c1 | -10.9 | 2.6 | 14.4 | 11.8 | 14.4 | -2.3 | 4.9 | -14.0 | 0.4 | 13.5 | -0.8
Cn1nc(C(=O)Nc2cccc(S(=O)(=O)N3CCCCC3)c2)c2ccccc2c1=O | 31.1 | 0.0 | -74.3 | 1.0 | 21.0 | -5.3 | -20.1 | 34.7 | · | 30.2 | -5.9
COCCNC(=O)CN(CCc1ccccc1)S(=O)(=O)c1ccc(OC)cc1 | 0.6 | -0.6 | -19.0 | 2.2 | 4.8 | 7.7 | 2.0 | -4.4 | 0.7 | -0.9 | -13.1
CCn1cc(CNCc2ccc(OCC(O)CN(C)Cc3ccccc3)cc2)cn1 (centres undefined) | 6.4 | -1.0 | 15.6 | 21.2 | -26.0 | 0.8 | -10.0 | -43.2 | 1.8 | -14.2 | 3.0
COc1cccc(-n2c(Cc3cc(=O)[nH]c(=O)[nH]3)nnc2SCC(=O)N2CCCC2)c1 | 1.4 | 7.6 | 18.3 | 6.2 | 2.6 | -8.5 | 39.7 | -23.5 | 2.9 | 2.9 | 3.9
Cn1nnc2cc(NC(=O)N3CCN(c4ccccn4)CC3)ccc21 | 14.1 | 0.7 | 5.7 | -0.4 | 0.1 | 1.9 | 1.3 | -9.2 | 0.6 | 6.2 | -4.6
COCCCNC(=O)c1ccc(N2CCCC2)c(NS(=O)(=O)c2ccc(C)cc2)c1 | -32.8 | -0.9 | 2.3 | -60.0 | -24.0 | 2.5 | -9.1 | -8.7 | -0.7 | -15.7 | 4.7
O=C(O)CCC(=O)c1ccc2c(c1)OCCO2 | -9.2 | -2.5 | -2.0 | -25.8 | -21.3 | 6.3 | -2.8 | -36.8 | 0.2 | -26.8 | -4.4
CC(=O)N1N=C(c2cccc(Br)c2)OC12CCCC2 | 13.4 | -0.9 | -1.0 | 7.4 | 21.4 | 7.5 | 1.4 | -10.6 | 2.4 | 19.5 | -2.8
CC(=O)Nc1sc2c(c1C(=O)N1CCOCC1)CCCCC2 | 9.7 | -0.5 | 5.2 | 9.2 | 6.5 | 0.4 | 1.2 | -14.9 | 1.2 | 6.4 | 14.7
O=C(O)[C@@H]1Cc2ccccc2N1 | 1.6 | 0.2 | -2.6 | -2.3 | 14.5 | 0.1 | -10.6 | 6.1 | -2.3 | -6.4 | 16.4
O=c1n(-c2ccccc2)c(=O)n2n1CCC2 | 3.7 | -2.2 | -8.0 | 10.8 | 10.1 | 8.0 | -0.6 | -17.2 | -0.6 | 16.8 | -10.6
CCn1c(SCC(=O)Nc2oc(-c3ccccc3)c(-c3ccccc3)c2C#N)nnc1-c1cc(OC)cc(OC)c1 | 8.9 | 1.4 | -24.9 | -9.1 | 9.4 | 17.0 | -3.5 | -19.1 | -2.5 | 14.8 | -0.3
O=C(CC1OC(=O)c2ccccc21)NCC1COc2ccccc2O1 (centres undefined) | -5.3 | 0.3 | 6.8 | 11.3 | 6.4 | 1.5 | -2.5 | -12.9 | 2.7 | -13.4 | -19.4
Cc1ccc(S(=O)(=O)N2CCN(CC(O)CN3CCOCC3)CC2)cc1 (centres undefined) | -10.3 | 4.9 | 3.5 | 5.6 | -4.0 | 7.4 | -6.8 | -11.8 | -2.6 | 0.6 | 14.6
CN1CCN(C(=O)CSc2nc(-c3cccs3)ccc2C#N)CC1 | -21.5 | 6.8 | -20.4 | -71.5 | 5.4 | 7.7 | -6.5 | -16.2 | 3.0 | -54.4 | -6.6
Cc1cc2c(c(CO)c1CCO)C(=O)[C@@H](C)[C@@H]2O | 1.1 | -2.4 | -11.8 | 11.0 | -10.3 | -0.5 | 5.7 | 1.8 | · | 22.7 | 1.6

Two entries from above in another layout.
compound,Shn3 inh set2,iPSC survival up,CF NFkB block,HIF-2a inh,MITF TRPM1 inh,KKLEB tox,EBV LMP1 NFkB,NR2E3 ag-1,NR2E3 ag-2,Peg3 promoter,C8 TRAIL sens
Cc1cc2c(c(CO)c1CCO)C(=O)[C@@H](C)[C@@H]2O,1.1,-2.4,-11.8,11.0,-10.3,-0.5,5.7,1.8,·,22.7,1.6
CC(=O)Nc1sc2c(c1C(=O)N1CCOCC1)CCCCC2,9.7,-0.5,5.2,9.2,6.5,0.4,1.2,-14.9,1.2,6.4,14.7

High-throughput results: PubChem, several laboratories
